# TEAD-YAP inh – TEAD-YAP interaction inhibition. inhibition, % at 9.12 µM. HEK-TIYL cells, TEAD-Gal4/YAP UAS-luciferase luminescence. 640,000 tested, 1.4% active. AID 1259422; in the data active = inhibition above about 32%;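 note: 0% = median of test compound wells and 100% = reference inhibitor wells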
# FBW7 activator – human FBW7 E3 ligase activation, primary screen | Q969H0 | AlphaScreen FBW7–phospho-cyclin E peptide binding, activator screen | normalized activity (activation), % at 26.1 µM | 650,000 tested, 0.13% active; in the data active = normalized activity above about 1.9%;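 note: purified mutant Fbw7 with reduced substrate affinity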
# Target sequence (Q969H0 whole entry, looked up): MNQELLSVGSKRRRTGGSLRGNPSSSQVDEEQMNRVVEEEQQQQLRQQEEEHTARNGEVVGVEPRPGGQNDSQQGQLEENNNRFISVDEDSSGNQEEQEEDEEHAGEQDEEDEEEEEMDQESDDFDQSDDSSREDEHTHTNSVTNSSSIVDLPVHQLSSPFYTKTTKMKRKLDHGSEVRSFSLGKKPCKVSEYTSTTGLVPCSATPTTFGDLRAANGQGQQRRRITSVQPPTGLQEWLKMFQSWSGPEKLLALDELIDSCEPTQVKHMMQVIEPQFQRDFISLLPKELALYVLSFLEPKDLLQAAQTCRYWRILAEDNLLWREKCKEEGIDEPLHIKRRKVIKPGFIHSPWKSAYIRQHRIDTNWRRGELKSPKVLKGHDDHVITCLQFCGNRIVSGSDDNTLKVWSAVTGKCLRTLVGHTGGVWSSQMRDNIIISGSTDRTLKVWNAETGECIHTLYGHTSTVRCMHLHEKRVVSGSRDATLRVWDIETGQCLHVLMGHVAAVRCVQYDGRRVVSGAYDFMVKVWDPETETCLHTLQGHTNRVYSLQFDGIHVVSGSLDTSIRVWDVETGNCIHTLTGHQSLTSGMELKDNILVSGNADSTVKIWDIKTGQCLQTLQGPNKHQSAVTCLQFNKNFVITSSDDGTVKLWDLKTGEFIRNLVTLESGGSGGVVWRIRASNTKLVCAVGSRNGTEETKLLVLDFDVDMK
# GPR151 activ – activators of human GPR151. Q8TDV0. PathHunter beta-arrestin GPR151 cells, luminescence. activation, % at 11.2 µM. 650,000 tested, 1% active; in the data active = activation above about 4.9%;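 note: 0% = median of compound wells and 100% = cells with positive control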
# MITF inh – human MITF inhibition, primary screen; O75030; AlphaScreen MITF homodimerization, bead proximity signal; inhibition, % at 2.6 µM; 650,000 tested, 0.91% active; in the data active = inhibition above about 50%;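 note: 0% = vehicle wells with protein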
# * marks the source's active call; other numbers are inactive results.
canonical_smiles | TEAD-YAP inh | GPR151 activ | MITF inh | FBW7 activator
COc1cccc(Nc2ccc(-n3ccnc3)nn2)c1 | -19 | 1.1 | 5 | -0.2
CCC(=O)NNC(=O)CNC(=O)COc1ccc(Cl)cc1Cl | -3 | -0.7 | 22 | 0.8
Oc1c(Br)cc(/C=N/n2cnnc2)cc1Br | 3 | 0.6 | -23 | 0.0
COc1ccc(Br)cc1/C=C1\N=C(c2ccccc2)OC1=O | 2 | 0.9 | 3 | -0.1
CC1=NN(c2cccc(Br)c2)C(=O)/C1=C\c1ccc(-c2cc([N+](=O)[O-])ccc2Cl)o1 | 9 | -2.2 | 14 | 0.3
Cc1ccc(-c2nc(CS(=O)(=O)CC(=O)N3CCCCCC3)c(C)o2)cc1 | 19 | 0.4 | 0 | -0.1
COCCSc1nnc(-c2ccncc2)n1C | 6 | 0.8 | 59* | -0.4
CC1CCCN(CCCNS(=O)(=O)c2cc(Br)cnc2N)C1 (stereo not given) | -1 | 0.5 | 0 | -0.2
CC(=O)OC1CCC2(C)C(CCC3C2CCC2(C)C3CC(O)C2(O)C(C)=O)C1 (stereo not given) | 4 | -0.2 | 3 | 0.7
COC(=O)c1c(C)oc2ccc(NS(=O)(=O)c3cc(OC)ccc3OC)cc12 | 8 | 1.3 | 3 | 0.1
COc1cccc(CN2CCCC(C)C2)c1OC (stereo not given) | 0 | -0.9 | 6 | 0.0
COCCN1C(=O)c2oc3ccccc3c(=O)c2C1c1ccc(C)cc1 (stereo not given) | 8 | -0.4 | 17 | 0.0
CS(=O)(=O)N(CC(=O)Nc1ccccc1C(F)(F)F)c1cccc(C(F)(F)F)c1 | 4 | -0.2 | -16 | -0.1
CCN(CC)C(=O)C1CCCN(c2nc(N)c3ncn(C(C)C)c3n2)C1 (stereo not given) | 6 | -1.7 | 14 | 0.4
COc1cccc2cc(C(=O)NCCc3ccccc3)c(=O)oc12 | -6 | -1.0 | 2 | 0.1
N#CC(C#N)=C1C=C2C=C(N3CCCC3)CCC2CC1 (stereo not given) | 7 | 0.6 | -1 | 0.2
CCOC(=O)c1cc2c(=O)n3ccccc3nc2n(CC)c1=N | 1 | 1.1 | -11 | 0.0
CSc1ccc(S(=O)(=O)CC(=O)Nc2cccc(C(F)(F)F)c2)c([N+](=O)[O-])c1 | -4 | 1.6 | 0 | 0.3
O=C(CC1C(=O)NCCN1C/C=C/c1ccccc1)NCCc1cccs1 (stereo not given) | 11 | 0.5 | 6 | 0.0
Cc1ccc(OCCOCCOc2ccc(/C=N/n3cnnc3)cc2)cc1C | 13 | 0.2 | 0 | -0.1
O=[N+]([O-])c1cc(Cl)cc(C=NCC2(N3CCOCC3)CCCCC2)c1O | -2 | 1.1 | 8 | 0.2
Cc1ccnc(Nc2nc(-c3ccccn3)cs2)c1 | 73* | -3.4 | 103* | -1.9
CC(NC(=O)c1ccco1)c1nnc2n1CCN(Cc1cccc(OCCO)c1)CC2 (stereo not given) | -6 | 0.4 | -1 | 0.1
CCOC(=O)C1=C(C)N=c2s/c(=C\c3cccc(Cl)c3)c(=O)n2C1c1ccc(OCC)c(OCC)c1 (stereo not given) | 2 | 1.6 | -6 | 0.0
O=C(N/N=C/c1cccc(O)c1)c1ccncc1 | 4 | -0.1 | -2 | 0.1
Cc1nc2c(C(=O)Nc3ccc(N4CCC(O)CC4)cc3)snc2c(=O)[nH]1 | 1 | 0.2 | -12 | 0.1
COc1cc(C(=O)Nc2cc(-c3nc4cc(C)ccc4o3)ccc2Cl)cc(OC)c1OC | -13 | 0.3 | -2 | 0.0
O=C(NCc1ccccc1)N1CCN(Cc2ccc3c(c2)OCO3)CC1 | 2 | -0.4 | 44 | 0.1
NS(=O)(=O)c1ccc(N/N=C/c2ccco2)c([N+](=O)[O-])c1 | 5 | 1.1 | 6 | -0.3
CC(C)(C)NC(=O)COC(=O)/C=C/c1cccc(Cl)c1 | 12 | -0.9 | 12 | 0.5

canonical_smiles | TEAD-YAP inh | GPR151 activ | MITF inh | FBW7 activator
CC1CCCN(C(=O)CSCC(=O)Nc2nc(-c3ccc(Cl)s3)cs2)C1 (stereo not given) | -25 | -0.7 | 1 | -0.1
O=C(NC(=S)Nc1cccc(-c2nc3ccccc3o2)c1)c1ccccc1F | -8 | 1.9 | -5 | 0.0
O=C1C(C=NCCc2c[nH]c3ccccc23)=C(O)c2ccccc21 | 4 | 0.6 | -10 | -0.1
COc1cc(/C=C2/C(=N)N3N=C(CC(C)C)SC3=NC2=O)cc(Cl)c1OCCOc1ccc(C)c(C)c1 | -14 | 0.3 | -8 | 0.1
CCOc1ccc(NC(=O)c2c(NC(=O)Cc3ccccc3)sc3c2CCC(C)C3)cc1 (stereo not given) | -2 | 0.3 | -8 | -0.1
COc1ccccc1CN1C[C@@H]2C[C@@H](c3cc4ccccc4o3)N3CCC[C@@]23C1=O | 4 | 0.2 | -3 | 0.0
CCC1CCCCN1CCCNC(=O)CCCNC(=O)Cn1cnc2sc3c(c2c1=O)CCCC3 (stereo not given) | -7 | 0.4 | 2 | -0.2
Cc1nnc2c(Nc3ccccc3F)nc3ccccc3n12 | 1 | 0.5 | 16 | 0.4
COCC(=O)NC(CC(C)C)c1nnc2n1CCN(Cc1cc3ccccc3s1)CC2 (stereo not given) | 5 | 2.3 | 17 | -0.1
COc1ccc(-c2cn3nc(SCC(=O)NCCc4ccccc4)ccc3n2)cc1 | -20 | -0.3 | -7 | 0.4
CCOC(=O)c1sc(NC(=S)NC(=O)c2cccc(OC)c2)nc1C | -4 | 1.6 | -8 | 0.0
O=C(c1ccccc1)c1ccc(OC(=O)c2ccccc2I)cc1 | 5 | 0.3 | 5 | 0.1
Cc1ccc(C(=O)Nc2nnc(-c3ccco3)o2)cc1C | 10 | 1.1 | 1 | -0.1
COc1ccc(OC)c(Nc2nc(N)c([N+](=O)[O-])c(OC)n2)c1 | 7 | 0.9 | -2 | 0.1
CCCCC(CC)CNS(=O)(=O)c1ccc(OCC)c2ncccc12 (stereo not given) | 6 | 0.3 | 5 | 0.1
CN(C)c1ccc(/C=C/CN2CCC(C3(Cc4ccccc4)NC(=O)NC3=O)CC2)cc1 (stereo not given) | -4 | -1.2 | 7 | 0.0
O=S(=O)(NCc1ccco1)c1cccc2cccnc12 | 8 | 1.6 | 1 | -0.1
CCN(CC)C(=O)Cn1cnc2sc(C(=O)Nc3c(F)cc(F)cc3Br)c(C)c2c1=O | -10 | 0.0 | -16 | -0.1
CCCCCCNC(=O)c1cnn2c(C)c(Cc3c(F)cccc3Cl)c(C)nc12 | 3 | -0.6 | -9 | 0.0
Cc1c(NC2(C#N)CCCC2)c(=O)n(-c2ccccc2)n1C | 7 | -0.7 | 12 | 0.6
CCC(C(=O)NN1C(=O)c2ccccc2C1=O)c1ccccc1 (stereo not given) | -3 | -1.4 | 1 | 0.0
COc1cc2[nH]c(=S)n(C3CCCc4ccccc43)c(=O)c2cc1OC (stereo not given) | -2 | 0.7 | 1 | -0.3
Cn1c(=O)[nH]c(=O)c2c1nc(SCc1cccc(Br)c1)n2CC(O)COc1ccc(Cl)cc1 (stereo not given) | -1 | -0.4 | 4 | 0.0
CCN(c1ccccc1)S(=O)(=O)c1ccc2c(c1)oc(=O)n2C | 7 | 0.2 | -10 | -0.1
CCCc1cc(=O)[nH]c(SCC(=O)C(C)(C)C)n1 | -6 | -0.1 | -9 | -0.2
Brc1cnc(NCc2ccccc2)nc1 | -16 | 0.2 | 2 | -0.1
O=C(NCCCn1ccnc1)c1cc(-c2ccc(Cl)c(Cl)c2)on1 | -8 | -0.3 | -3 | -0.1
O=C(CCCSc1nc2ccccc2[nH]1)NCC(=O)OCc1ccccc1 | 3 | -0.2 | -1 | -0.1
COc1ccccc1NC(=O)N1CCC(c2nnc(-c3ccccc3OC)s2)CC1 | -2 | 4.1 | -22 | -0.2
N#Cc1c(N)nc2c(c1-c1ccc(Br)cc1)CCCCCC2 | -2 | 1.7 | -3 | 0.0

canonical_smiles | TEAD-YAP inh | GPR151 activ | MITF inh | FBW7 activator
COc1ccccc1CNC(=O)C(=O)NC1CCCCC1 | 5 | 1.2 | 9 | 0.5
CCOc1ccccc1NC(=O)c1ccc(F)c(S(=O)(=O)N(C)Cc2ccccc2)c1 | 6 | -0.4 | 12 | 0.2
CN(C)CC(C)(C)Cn1c(=S)[nH]c2ccccc2c1=O | -8 | -1.7 | -4 | -0.1
COc1cccc(CNC(=O)Cn2ncc3cccn3c2=O)c1 | -45 | -3.5 | 17 | 0.6
Cc1[nH]n(-c2ccccc2)c(=O)c1C=NCC1CCCO1 (stereo not given) | -19 | -1.0 | 17 | 0.3
Brc1ccc(CNc2ccc3c(c2)OCO3)s1 | 7 | -1.1 | -2 | -0.2
COc1ccc(C(=O)Nc2ccc(O)c(-c3nc4ccccc4o3)c2)cc1Br | 6 | 1.4 | 16 | 0.1
Cc1cc(OCC(O)CN(CCO)CCO)cc(C)c1Cl (stereo not given) | -5 | 0.4 | 13 | 0.6
CN1C(=O)C(C)(C)c2cc(S(=O)(=O)NCc3ccc(C(=O)NC(C)(C)C)cc3)ccc21 | 0 | -0.7 | 6 | -0.1
Cc1cc(C)nc(CCNC(=O)CC2C(=O)NCCN2C/C=C/c2ccccc2)n1 (stereo not given) | -9 | 1.3 | -9 | 0.2
CCOC(=O)Cc1csc(Nc2ccc(OC)cc2)n1 | -61 | -1.3 | 13 | 0.6
CC1CCCCC1NC(=O)C1CCN(S(=O)(=O)c2ccc3c(c2)OCC(=O)N3)CC1 (stereo not given) | 1 | 1.2 | 5 | 0.5
Cc1cc(C)cc(NS(=O)(=O)c2cn(C)c(=O)n(C)c2=O)c1 | 9 | -1.3 | -11 | -0.1
CCOc1cc(C(=O)Nc2ccc3oc(-c4ccc(CC)cc4)nc3c2)cc(OCC)c1OCC | -7 | -1.5 | 19 | 0.0
Cc1ccc(C(=O)NCC(=O)OCC(=O)N2CCc3ccccc32)s1 | 2 | 1.4 | 6 | 0.2
COc1ccc(NC(=O)c2cc(C)on2)cc1 | -50 | -1.4 | -6 | 0.0
CCOC(=O)c1csc(NC(=O)c2cccc(N3C(=O)CCC3=O)c2)n1 | -1 | 0.1 | 1 | 0.6
COc1cc(/C=N/NC(=O)c2cccc(F)c2)cc(Br)c1O | -38 | 0.5 | -12 | -0.1
CN(C)/C=C/C=C/C(=O)c1cc2cc3c4c(c2oc1=O)CCCN4CCC3 | 1 | -0.2 | 19 | -0.1
CCOc1ccc(N2C(=O)NC(=O)/C(=C/c3ccc4c(c3)OCO4)C2=O)cc1 | 8 | -0.7 | -1 | -0.1
COCCNC(=O)c1ccccc1-c1nc(-c2ccccc2OC)no1 | 3 | -1.4 | -4 | -0.3
CCOC(=O)c1c(C)[nH]c(C(=O)OCC(=O)N2C(C)CCCC2C)c1C (stereo not given) | -10 | -1.5 | 10 | 0.1
COC(=O)C(Nc1ccccc1)(c1cc(OC)c(O)c(OC)c1)C(F)(F)F (stereo not given) | 3 | -1.3 | 0 | 0.3
CCC(=O)C1=C(c2ccc(Cl)c(Cl)c2)N(C(=O)CC)n2c(C)nnc2S1 | 4 | -1.3 | -8 | -0.4
Cc1cnc(C(=O)N[C@@H](C)Cn2nnn(-c3ccccc3)c2=O)cn1 | -3 | -0.1 | 0 | 0.0
O=C(COc1ccc(Br)cc1Cl)Nc1ccncc1 | -29 | -1.6 | -10 | 0.1
Nc1ncc(Br)cc1S(=O)(=O)NCCC(=O)NC1CCCC1 | 3 | -0.1 | 8 | -0.1
CCOc1cccc(C(=O)Nc2cc3nn(-c4ccccc4)nc3cc2C)c1 | -7 | -0.6 | 1 | -0.2
O=c1oc2ccc(Cl)cc2cc1-c1nnc(-c2ccccc2)o1 | -4 | 1.5 | -1 | -0.1
Oc1ccc(CCNc2nc(-c3cccs3)nc3c2ncn3C2CCCCC2)cc1 | -5 | 1.2 | 9 | 0.1

canonical_smiles | TEAD-YAP inh | GPR151 activ | MITF inh | FBW7 activator
COc1cc(S(=O)(=O)N2CCOCC2)cc(C(=O)O)c1OC | -4 | -0.3 | 4 | -0.1
COc1cccc(CN2CCNC(=O)C2CC(=O)NCCc2cccc(Cl)c2)c1OC (stereo not given) | -5 | 1.1 | -9 | 0.0
Cc1ccc(Nc2nc(OC(C(F)(F)F)C(F)(F)F)nc(OC(C(F)(F)F)C(F)(F)F)n2)cc1 | -1 | 3.7 | -11 | 0.1
CCOC(=O)c1ccc2c(c1)nc(C(C)C)n2CC | -32 | -1.3 | 30 | 0.0
Cc1ccc2nc3sc(C(=O)Nc4ccccc4N4CCOCC4)c(N)c3cc2c1 | -13 | -0.8 | 13 | 0.4
